Screening data: PubChem BioAssay, Sanford-Burnham Center for Chemical Genomics
SUMO1 PPI mod: modulators of human SUMO1-mediated protein-protein interactions. P63165. SUMO1 binding to a labelled peptide, TR-FRET, 1 h. inhibition, % at 20 µM. 360,000 compounds, 0.33% hits. AID 602429; in the data active means inhibition above about 37%
Target sequence (P63165 whole entry, looked up): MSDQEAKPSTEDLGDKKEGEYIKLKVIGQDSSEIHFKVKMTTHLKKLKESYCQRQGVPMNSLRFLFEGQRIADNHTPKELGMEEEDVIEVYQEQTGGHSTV
SKN-1 inh: blocks SKN-1 activity in C. elegans; C. elegans VP596 Pgst-4::GFP/RFP ratio, acrylamide-induced, 24 h; inhibition, % at 21.8 µM; 360,000 compounds, 0.49% hits;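 active means interference check ratio from 0.5 to 1.5 plus GFP to RFP signal ratio inhibition reaching or exceeding a fixed threshold, cut at about 30% in these data, passing the limit was not always enough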; further: some compounds called inactive have numbers as strong as hits
MT1-MMP act inh: blocks activation of human MT1-MMP; GFP/RFP ratio change, % at 20 µM; P50281; 360,000 compounds, 0.061% hits; AID 651647; HT1080 RFP-PRO-GFP cells, GFP/RFP ratio fluorescence, overnight; percent of plate control window, DMSO zero;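 active means GFP/RFP ratio change of at least 30% with cell ATP level not reduced by more than half and red fluorescence within 50% of control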; further: strong numbers were not always called active
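Compound: 20 µM single dose, 1% DMSO / System: HT1080 RFP-PRO-GFP cells / Controls: DMSO and RFP-L50D-GFP cell wells / Read-out basis: GFP/RFP fluorescence ratio / Schedule: overnight compound exposure at 37 °C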
Rpn11 inh: blocks the human proteasome subunit Rpn11; O00487; human 26S proteasome, Ub4-pepOG fluorescence polarization; 20S core pre-blocked with epoxomicin; calls only at 20 µM; 360,000 compounds, 0.59% hits;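 active means inhibition at 20 µM, scaled to each plate's controls, above about 33%, limit read from the data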
LMPTP block: LMPTP (human) inhibition. recombinant LMPTP-A, OMFP fluorogenic substrate, fluorescence intensity. inhibition, % at 20 µM. 360,000 compounds, 0.22% hits;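 active means compounds that cut the enzyme signal by at least half of the control window in the single-dose screen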;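 further: plate controls were DMSO wells with enzyme plus substrate for no effect and substrate without enzyme for full effect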
Target sequence (P24666 whole entry, looked up): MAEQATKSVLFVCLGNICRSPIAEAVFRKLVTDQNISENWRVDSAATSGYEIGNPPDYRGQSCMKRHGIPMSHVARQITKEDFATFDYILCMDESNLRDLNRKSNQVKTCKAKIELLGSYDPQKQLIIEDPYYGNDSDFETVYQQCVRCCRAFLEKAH
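Assay system: LMPTP-A phosphatase enzyme | Input: 0.625 nM enzyme | Also added: Fluorogenic phosphatase substrate OMFP at 400 µM final | Compound dosing: One test concentration per compound, 20 µM, with 3% DMSO overall | Schedule: 50 min enzyme reaction at room temperature, protected from light | Signal: Fluorescence intensity | Benchmarks: no-enzyme and uninhibited controls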
CendR NRP1 mod: alters CendR peptide binding to human NRP-1 | O14786 | FAM-RPARPAR peptide binding to NRP-1, fluorescence polarization | inhibition, % at 25 µM | 360,000 compounds, 0.85% hits;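 active means inhibition or corrected inhibition above about 18%, plus a signal ratio from 0.5 to 1.5, limit read from the data, passing the limit was not always enough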; further: strong numbers were not always called active
STEP inh: STEP (human) phosphatase inhibition | recombinant STEP, OMFP fluorogenic substrate, fluorescence | 360,000 compounds, 0.25% hits | inhibition, % at 20 µM | AID 588621 | P54829;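 active means inhibition at 20 µM, scaled per plate between control wells, above about 37%, limit read from the data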;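 further: 0% = DMSO with enzyme and substrate and 100% = substrate only without enzyme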
Target sequence (P54829 whole entry, looked up): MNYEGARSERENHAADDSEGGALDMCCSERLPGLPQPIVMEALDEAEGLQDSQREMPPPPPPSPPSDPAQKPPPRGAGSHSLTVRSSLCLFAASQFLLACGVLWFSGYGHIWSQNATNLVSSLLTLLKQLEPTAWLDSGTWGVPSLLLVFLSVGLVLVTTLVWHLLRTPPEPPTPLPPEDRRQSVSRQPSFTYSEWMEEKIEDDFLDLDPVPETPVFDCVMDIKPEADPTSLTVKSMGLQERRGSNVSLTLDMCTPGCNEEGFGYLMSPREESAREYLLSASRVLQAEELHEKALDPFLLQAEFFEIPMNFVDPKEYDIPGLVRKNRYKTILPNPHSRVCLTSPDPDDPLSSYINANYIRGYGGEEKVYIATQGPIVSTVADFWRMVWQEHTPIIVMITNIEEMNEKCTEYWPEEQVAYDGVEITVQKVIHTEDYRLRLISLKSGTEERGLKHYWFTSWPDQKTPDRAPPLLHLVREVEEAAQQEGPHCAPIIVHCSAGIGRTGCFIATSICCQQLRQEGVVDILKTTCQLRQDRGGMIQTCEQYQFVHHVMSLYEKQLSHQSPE
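medium = Bis-Tris buffer pH 6.0, 2.5 mM DTT, 0.005% Tween 20 | test system = STEP (striatal-enriched tyrosine phosphatase) enzyme, cell-free | measure = normalized % inhibition | compound dosing = 20 µM, 1% DMSO | also added = 25 µM OMFP | schedule = reaction 20 min, ambient temperature | measured by = fluorescence read at 480 nm ex / 540 nm em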
DNMT1 inh: DNMT1 (human) enzyme inhibition; DNMT1 molecular beacon, Hinp1I cleavage, fluorescence; AID 588458; 360,000 compounds, 0.83% hits; inhibition (reported as % activation of signal), % at 10 µM; P26358; in the data active means inhibition above about 50%
Scp-1 inhibitor: inhibitors of human Scp-1 phosphatase. Q9GZU7. 340,000 compounds, 0.88% hits. Recombinant Scp1, phosphopeptide, malachite green phosphate absorbance. inhibition, % at 20 µM. AID 493091;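 active means inhibition above about 50% at 20 µM, limit read from the data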;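 further: plate controls were DMSO wells with enzyme for no effect and wells lacking enzyme for full effect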
Target sequence (Q9GZU7 76-261 limits assumed): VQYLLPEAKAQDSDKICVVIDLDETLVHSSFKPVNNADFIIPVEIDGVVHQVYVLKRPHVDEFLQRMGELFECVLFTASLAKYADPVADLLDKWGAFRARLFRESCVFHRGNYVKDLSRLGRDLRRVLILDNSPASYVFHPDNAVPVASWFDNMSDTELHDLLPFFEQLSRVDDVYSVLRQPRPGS
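Material: truncated SCP-1 phosphatase (76-261aa) / Buffer or medium: 50 mM Tris acetate pH 5.5, 0.005% Tween-20, 10 mM MgCl2 / Compound dosing: one concentration, 20 µM, with 1.0% DMSO / Incubation: 45 min room-temperature reaction, 5 min colour, 30 min stabiliser / Detection: colorimetric free-phosphate detection, absorbance 630 nm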
NadD inh: blocks S. aureus nicotinate mononucleotide adenylyltransferase; purified NadD enzyme, colorimetric absorbance read-out; inhibition, % at 20 µM; 360,000 compounds, 0.78% hits; in the data active means inhibition above about 26%; further: some compounds past the cut are filed as inactive
Numbers without * were called inactive; i = inactive; · = no result given.

SMILES	SUMO1 PPI mod	SKN-1 inh	MT1-MMP act inh	Rpn11 inh	LMPTP block	CendR NRP1 mod	STEP inh	DNMT1 inh	Scp-1 inhibitor	NadD inh
CCCCN1C(=O)C(NC(C)=O)c2cc(Br)ccc21 (configuration not stated)	-1.8	5.2	2.8	i	0.3	8.0	-1.0	-4.5	-9.3	-1.6
CC(=O)N1C(C(=O)O)CSC1c1cccc(C)c1 (configuration not stated)	1.4	-34.5	1.7	i	0.4	-3.8	1.3	3.6	6.8	-2.1
O=C(COC(=O)Cc1ccccc1F)Nc1ccc2c(c1)OCCO2	3.2	2.0	-3.4	i	-1.2	-3.5	-3.1	5.6	-5.1	-7.0
Cc1nn(C)cc1/C=C/C(=O)c1cccs1	-16.8	4.2	6.4	i	-1.3	-8.2	0.0	2.8	-1.3	7.6
COCCOC(=O)C1=C(C)NC(=O)NC1c1ccc(OC(=O)c2ccco2)c(OC)c1 (configuration not stated)	-1.2	3.2	2.4	i	-0.3	5.5	-2.9	1.2	-4.9	2.1
O=C(NCCC(=O)N1CCCC(C(F)(F)F)C1)c1ccccc1Cl (configuration not stated)	-40.5	-2.6	-0.8	i	-10.1	10.8	-3.4	-2.4	-11.8	10.8
CCOc1ccc(CCNC(=O)C2CCC(=O)N2CCc2ccccc2)cc1OCC (configuration not stated)	2.1	-9.0	4.7	i	-0.5	0.7	-3.1	2.3	-1.1	-7.5
CCc1cc(Cn2nc(-c3ccccc3)cc2C(=O)NCc2cccc(Br)c2)on1	0.2	12.5	1.0	i	7.5	5.1	-0.9	-10.3	-12.8	-5.4
CCOc1ccccc1NC(=O)CSc1nnc(CNC(=O)c2cc(OC)c(OC)c(OC)c2)o1	-4.9	2.6	0.0	i	0.4	1.0	-1.3	3.1	0.8	-9.6
Cc1cccc(C2=NN(c3ccccc3)[C@H](CO)[C@H]2c2ccccc2)c1	4.9	8.7	3.1	i	3.3	-19.5	0.5	-14.1	-1.3	5.0
Cc1ccc(NC(=O)c2ccc(-n3cccn3)nc2)cc1	2.7	8.7	4.8	i	-0.7	15.3	1.5	4.3	-9.3	0.7
Cc1cccc(C(=O)OCC(=O)NC2CCCCCCC2)c1	4.0	-3.9	10.9	i	-0.7	-14.8	-1.2	2.6	-3.4	-9.0
CCOC(CN=c1nc(N(C)C)ss1)OCC	1.0	6.2	0.9	i	-1.6	14.8	-4.0	5.5	-0.3	-2.6
CSCCC(NC(=O)c1ccccc1)C(=O)N1CCN(C(c2ccccc2)c2ccccc2)CC1 (configuration not stated)	1.1	6.8	-10.2	i	3.3	-0.2	3.8	-3.3	-2.4	0.9
Cc1ccc(-c2nc3ccccn3c2C=O)cc1	-3.5	18.7	0.8	i	-0.6	0.1	-0.1	-3.1	-5.7	-6.9
COc1ccc(S(=O)(=O)N(C)C)cc1NC(=O)COC(=O)c1n[nH]c2ccccc12	12.0	9.3	5.8	i	2.0	-7.1	1.6	-6.3	·	0.7
O=C(Nc1ccccc1)C1=C[C@@H](c2csc3ccccc23)C[C@@H](OCc2ccc(CO)cc2)O1	-0.6	9.2	1.9	i	4.7	-8.8	-0.1	-13.1	-10.6	-13.3
Cc1ccccc1CSCc1nc(N)nc(Nc2ccccc2C)n1	0.7	15.8	1.0	i	2.3	10.3	-2.3	-2.8	-0.3	2.0
Cc1nn(-c2cc(C(F)(F)F)ccc2Cl)c2nc(C(F)(F)F)[nH]c(=O)c12	0.4	-4.7	3.2	i	-1.4	0.0	-6.6	1.9	-7.6	-5.9
CC(NC(=O)c1ccco1)C(=O)OCC(=O)c1ccc(Cl)s1 (configuration not stated)	-4.1	-3.5	-1.9	i	1.2	0.8	-0.4	-3.2	-6.4	1.8
C=C(C)CN(CC)C(=O)CSc1ccc(S(=O)(=O)N2CCN(Cc3ccccc3)CC2)cn1	1.2	-11.3	4.8	i	0.3	3.7	-3.3	-9.0	-2.7	-0.7
COc1ccc(C(=O)n2nc(-c3ccc(OC)cc3)nc2N)cc1	0.6	1.9	4.5	i	-0.8	4.7	-2.0	0.8	-1.4	-2.1
Cc1sc2nc(SCc3nc4ccccc4[nH]3)n(Cc3ccco3)c(=O)c2c1C	0.8	-7.8	-0.1	i	3.4	-6.1	-0.7	-9.7	2.8	35.0*
O=C(CCCCCn1c(=S)[nH]c2ccc(N3CCOCC3)cc2c1=O)NCc1ccccc1	1.4	6.0	4.0	i	2.2	-1.2	-1.9	-6.9	-2.5	1.5
COc1ccc(OCC(=O)Nc2ccc(N3CCN(C(=O)c4ccccc4)CC3)c(Cl)c2)cc1	5.0	3.6	-4.8	i	4.4	6.0	-0.7	-2.2	-9.6	-1.9

Next records
SMILES	SUMO1 PPI mod	SKN-1 inh	MT1-MMP act inh	Rpn11 inh	LMPTP block	CendR NRP1 mod	STEP inh	DNMT1 inh	Scp-1 inhibitor	NadD inh
CCCc1nnc(NC(=O)CCC(=O)N2CCN(Cc3ccccc3)CC2)s1	2.3	-4.7	-3.9	i	-2.0	11.3	-3.6	1.6	16.5	-1.0
COc1cccc(/C=C/C(=O)c2c(O)cc(C)oc2=O)c1O	11.1	16.6	-14.8	i	-1.0	-13.8	1.4	6.1	-13.2	-3.5
CC(C)NC(=O)C1(C)CSCC(=O)N1CCOc1ccccc1 (configuration not stated)	-2.5	-0.5	3.8	·	-1.4	-1.6	·	·	·	·
CCOc1cc(/C=C2/C(=N)N3C(=NC2=O)SN=C3S(C)(=O)=O)ccc1OS(=O)(=O)c1ccccc1	16.9	5.5	-7.7	i	-0.1	-57.0	3.0	-8.1	0.0	21.6
CC(C)(C)c1ccc(C(=O)NCc2cccnc2)cc1	-4.2	-16.8	1.1	i	-0.4	4.9	2.8	-0.2	-5.5	10.6
COc1cc2nc(Nc3ccc(F)cc3)nc(N)c2cc1OC	0.6	-4.6	15.4	i	1.2	2.2	3.0	-0.3	-4.0	-7.0
O=C(CSc1ccccn1)N/N=C/c1cc([N+](=O)[O-])ccc1O	-26.4	4.9	0.6	i	0.0	-5.7	1.3	-1.9	-6.8	-0.7
O=C(/C=C/NNC(=O)c1ccccc1)c1ccc([N+](=O)[O-])cc1	-28.4	3.4	7.3	i	0.3	-1.5	-2.9	-5.7	-8.3	8.2
Cc1ccccc1NC(=O)c1nc2nccc(C)n2n1	3.6	2.0	-0.7	i	-1.2	-15.9	-4.5	0.4	·	-1.5
CCOc1ccc(C(C(=O)NC2CCCC2)N(C(=O)c2snc(C(N)=O)c2N)C2CCCC2)cc1 (configuration not stated)	-11.7	1.7	-2.7	i	-0.2	13.2	0.0	3.7	-4.4	-0.5
O=C(COC(=O)c1cc([N+](=O)[O-])ccc1Cl)NCCc1ccccc1	-25.9	2.8	-1.6	i	0.0	0.7	2.3	5.0	-8.2	-3.8
CCN(c1ccccc1)S(=O)(=O)c1c(C)noc1C	7.3	29.5	-5.5	i	-0.4	-1.5	-0.4	-3.5	3.7	-4.9
CC1=NNC(=O)C1CCC(=O)N/N=C/c1ccc(Cl)cc1Cl (configuration not stated)	-2.7	-3.6	5.7	i	-0.4	1.4	0.3	-0.3	-7.8	-4.0
O=C(Cn1nc(Cc2ccncc2)c2ccccc2c1=O)Nc1cccnc1Cl	-4.1	-10.6	4.8	i	0.9	-7.1	0.3	-2.2	-7.4	-0.4
Cc1nc2ncnn2c(C)c1CCC(=O)N1CC(C)CC(C)C1 (configuration not stated)	1.2	1.5	2.1	i	-1.5	-4.7	-3.4	-1.5	-12.1	-1.3
COc1cc(NC(=S)N2CCN(C)CC2)c(OC)cc1Cl	2.1	-5.3	6.2	i	-2.7	1.3	42.3*	-4.7	-1.7	-0.7
Cc1ccc(S(=O)(=O)NC(=NC2CCCCC2)c2ccc(F)cc2)cc1	2.9	-3.8	0.1	i	-2.5	3.0	-0.8	4.8	-2.3	-7.0
COc1ccc(NS(=O)(=O)c2coc(C(N)=O)c2)cc1Cl	7.2	-6.6	0.0	i	-1.4	-5.6	-2.6	4.9	-4.2	0.1
Cc1cc(OCC(=O)Nc2ccc3oc(=O)ccc3c2)ccc1Cl	6.1	5.2	4.3	i	2.2	3.0	-0.8	24.5	-4.7	-2.5
OCCOCCn1c(C(CO)Nc2nc(-c3cccc(Br)c3)cs2)nc2ccccc21 (configuration not stated)	-8.4	4.5	4.1	i	1.3	22.9*	-0.4	-11.0	1.7	-4.9
CC1(C)Oc2ccc3ccc(=O)oc3c2-c2cn[nH]c21	-9.7	-13.3	0.2	i	-2.0	-5.5	-5.0	2.5	23.5	1.8
S=C(NCC1CCCO1)Nc1ccccc1Cl (configuration not stated)	-2.6	-2.7	4.2	i	-0.6	-4.0	-0.6	0.3	-0.8	-2.3
CC(=O)N1CCOc2ccc(S(=O)(=O)N3CCC(C(=O)Nc4ccc(F)cc4)CC3)cc21	-1.2	13.6	5.0	i	-1.2	-6.4	-2.7	0.7	-8.2	-4.4
CC1CCN(CC(C)CNC(=O)c2cc(-c3ccccn3)nc3ccccc23)CC1 (configuration not stated)	-5.4	7.6	1.9	i	-1.5	1.1	9.0	4.8	-8.7	-5.7
CC(=O)Nc1ccc2nc(-c3ccccc3)cn2c1	-2.6	6.6	-1.3	i	-0.3	-14.8	-2.0	-5.4	5.4	-1.3

Random excerpt: six records from the list
SMILES	SUMO1 PPI mod	SKN-1 inh	MT1-MMP act inh	Rpn11 inh	LMPTP block	CendR NRP1 mod	STEP inh	DNMT1 inh	Scp-1 inhibitor	NadD inh
CC(=O)Nc1ccc2nc(-c3ccccc3)cn2c1	-2.6	6.6	-1.3	i	-0.3	-14.8	-2.0	-5.4	5.4	-1.3
CC(C)NC(=O)C1(C)CSCC(=O)N1CCOc1ccccc1 (configuration not stated)	-2.5	-0.5	3.8	·	-1.4	-1.6	·	·	·	·
CCOc1cc(/C=C2/C(=N)N3C(=NC2=O)SN=C3S(C)(=O)=O)ccc1OS(=O)(=O)c1ccccc1	16.9	5.5	-7.7	i	-0.1	-57.0	3.0	-8.1	0.0	21.6
O=C(CSc1ccccn1)N/N=C/c1cc([N+](=O)[O-])ccc1O	-26.4	4.9	0.6	i	0.0	-5.7	1.3	-1.9	-6.8	-0.7
OCCOCCn1c(C(CO)Nc2nc(-c3cccc(Br)c3)cs2)nc2ccccc21 (configuration not stated)	-8.4	4.5	4.1	i	1.3	22.9*	-0.4	-11.0	1.7	-4.9
Cc1cc(OCC(=O)Nc2ccc3oc(=O)ccc3c2)ccc1Cl	6.1	5.2	4.3	i	2.2	3.0	-0.8	24.5	-4.7	-2.5
